# PDI inh – inhibitors of human protein disulfide isomerase; inhibition, % at 10 µM; PDI insulin aggregation turbidity, A650, 90 min; 0.052% of 350,000 active;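 active = mean inhibition across replicates of 30% or more, whatever share of single replicates reach that level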;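 also: absorbance from insulin aggregation driven by PDI reduction with DTT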
# aDG glyco act – alpha-DG glycosylation activation; Pro5-aDG cells, alpha-DG glycosylation AlphaScreen (IIH6); 0% Pro5, 100% B10-LARGE cell signal; activation, % at 10 µM; 0.22% of 360,000 active; AID 624168;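 active = activation of at least 8% versus controls, or a plate z-score of at least 8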;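 also: Pro5 are CHO cells carrying HIG-tagged alpha-DG that lacks glycosylation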
# Cardio protect – modulators protecting cardiomyocytes from myocardial damage. H9c2 cardiomyocytes, H2O2 injury protection, ATPLite, 2 h. protection from H2O2 cell death, % at 20 µM. 0.63% of 360,000 active. AID 588492;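 active = compounds giving at least 50% protection of heart cells from peroxide-induced death in the single-dose screen, raw or plate-pattern-corrected value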;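 also: 0% = DMSO wells with peroxide and 100% = DMSO wells without peroxide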
# CaV13 ICDI inh – Primary screen for inhibitors of IQ motif and Ca2+-dependent inactivation inhibitor domain binding in CACNA1D, Förster resonance energy transfer in living cells, …; inhibition, % at 12.3 µM; HEK cells, CFP/YFP FRET ICDI-IQ, plate reader, 10 min; percent FRET-ratio fall versus neutral wells; AID 743397; 0.098% of 340,000 active;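 active = mean replicate inhibition of at least 30% and at least 1% of replicates passing that level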;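 also: 0% = median of the neutral control wells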
# ABCB6 inh 2 – blocks the human ABCB6 transporter; AID 602162; fluorescence ratio to DMSO, % at 10 µM; 0.19% of 360,000 active; K562-ABCB6 porphyrin accumulation, flow cytometry, 1 h; active compounds read low;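 active = fluorescence ratio to DMSO below 75%, the collection mean minus 3 SD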;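 also: signal is porphyrin accumulated inside mitochondria; 100% equals median channel fluorescence of DMSO control wells; lower ratio means ABCB6 inhibition with less porphyrin fluorescence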
# Target sequence (Q9NP58 whole entry, looked up): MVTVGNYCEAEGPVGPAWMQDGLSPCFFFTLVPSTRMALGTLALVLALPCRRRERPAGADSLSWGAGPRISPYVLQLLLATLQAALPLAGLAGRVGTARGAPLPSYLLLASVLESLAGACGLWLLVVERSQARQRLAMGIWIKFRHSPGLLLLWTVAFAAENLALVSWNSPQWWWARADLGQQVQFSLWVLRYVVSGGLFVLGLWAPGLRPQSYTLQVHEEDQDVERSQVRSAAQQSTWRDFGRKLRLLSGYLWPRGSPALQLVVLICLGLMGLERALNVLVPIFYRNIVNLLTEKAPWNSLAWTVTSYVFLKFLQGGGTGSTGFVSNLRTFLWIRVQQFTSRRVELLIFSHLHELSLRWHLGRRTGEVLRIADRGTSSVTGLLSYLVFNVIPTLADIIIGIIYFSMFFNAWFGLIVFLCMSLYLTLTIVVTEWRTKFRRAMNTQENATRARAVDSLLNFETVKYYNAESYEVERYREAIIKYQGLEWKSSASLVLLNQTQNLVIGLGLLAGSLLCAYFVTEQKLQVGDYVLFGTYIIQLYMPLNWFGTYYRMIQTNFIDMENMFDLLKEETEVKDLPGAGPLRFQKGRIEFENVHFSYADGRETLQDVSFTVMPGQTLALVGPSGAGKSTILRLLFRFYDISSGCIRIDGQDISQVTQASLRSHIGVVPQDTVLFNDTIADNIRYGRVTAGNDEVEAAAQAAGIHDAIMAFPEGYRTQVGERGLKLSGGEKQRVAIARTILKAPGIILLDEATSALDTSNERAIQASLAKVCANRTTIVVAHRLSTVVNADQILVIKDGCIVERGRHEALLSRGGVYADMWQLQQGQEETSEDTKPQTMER
# Vif inh – HIV Vif inhibition | AID 602346 | inhibition, % at 7.49 µM | 0.35% of 340,000 active | HEK293T cells, Vif self-association by quenched fluorescence, imaging, 24 h; in the data active = inhibition above about 50%, passing the limit was not always enough; also: some results filed as inactive read as strong as hits
# MC4R ag barr – activates human MC4R beta-arrestin recruitment; AID 540308; activation, % at 8.9 µM; 0.98% of 360,000 active; P32245; U2OS MC4R beta-arrestin complementation, luminescence; percent of melanotan II response, DMSO zero;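 active = activation above a per-plate cutoff, the mean activation of sample wells on that plate plus 3 SD, cut at about 8% in these data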
# MC4R antagonist – blocks human MC4R cAMP signaling; MC4R-expressing cells, MTII-stimulated cAMP, LANCE TR-FRET; inhibition, % at 6.5 µM; 0.48% of 360,000 active; AID 540295;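 active = inhibition above its plate's cutoff, the mean of tested wells on that plate plus 3 SD, cut at about 29% in these data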;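 also: 0% = Melanotan II alone and 100% = Melanotan II plus saturating MCL0020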
#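 system = U2OS cells with stable human MC4R expression | also added = Melanotan II challenge after compound preincubation | dosing = one concentration, 6.5 µM nominal | incubation = compound 30 min, challenge 1 h, detection 1 h | measured by = TR-FRET with Eu-cAMP and labeled anti-cAMP, 671 nm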
# Glyco luc inh – blocks N-linked glycosylation in D54 reporter cells; reporter increase, % at 12.5 µM; AID 588692; 0.23% of 360,000 active; D54 ERlucT glycosylation luciferase reporter, 24 h; percent of 100 nM tunicamycin response;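 active = mean luciferase reporter signal, scaled so untreated is 0 and the glycosylation-blocking control 100, at or above a set limit in every replicate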;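 also: luciferase carries N-glycosylation sites so blocking glycosylation raises the light; 0% = median of neutral control wells and 100% = median of 100 nM tunicamycin wells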
# HTR2A ag – mouse HTR2A agonism via beta-arrestin recruitment; P35363; CHO-K1 mHTR2A beta-arrestin complementation, luminescence; percent of 30 µM serotonin response; activation, % at 7.6 µM; 0.66% of 360,000 active; AID 624169;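 active = activation above a run cutoff, the mean activation of all tested compounds plus 3 SD, cut at about 14% in these data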;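 also: 0% = plate median of compound wells and 100% = 30 µM serotonin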
# * marks the source's active call; other numbers are inactive results; . = no result given.
SMILES,PDI inh,aDG glyco act,Cardio protect,CaV13 ICDI inh,ABCB6 inh 2,Vif inh,MC4R ag barr,MC4R antagonist,Glyco luc inh,HTR2A ag
COc1cccc(Nc2nc(C(N)Cc3ccc(C(F)(F)F)cc3)cs2)n1 (configuration not stated),15,0.1,-12,-10,98,0,12*,-6,-8,3
COc1ccccc1-c1nnc(SCC(=O)c2c(N)n(C3CC3)c(=O)[nH]c2=O)o1,-4,0.3,4,-7,90,-6,-5.1,-4,1,4
Fc1ccc(/C=N/n2c(COc3ccccc3)n[nH]c2=S)cc1,0,-0.2,-3,-4,94,-3,-2.4,12,0,5
COc1ccccc1NC(=O)C1CCCN(S(=O)(=O)c2ccc(-n3cnnn3)cc2)C1 (configuration not stated),6,-0.1,-3,-3,97,0,1.4,6,-3,1
Cc1cccc(-n2c(C)nc3sccc3c2=O)c1,-1,-0.1,0,-3,91,9,-1.7,1,1,-2
O=C(NCc1cccnc1)C1C2C=CC(C2)C1C(=O)Nc1cccc(C(F)(F)F)c1 (configuration not stated),0,-0.1,2,-13,96,7,-0.9,7,1,3
Cc1cc(C)n(C(=O)c2c([N+](=O)[O-])cnn2C)n1,-8,-0.1,-1,-8,98,-3,1.0,0,3,3
Cc1cc(C)n(CC(O)COc2cccc(OCC(O)Cn3nc(C)cc3C)c2)n1 (configuration not stated),8,0.0,-5,.,86,-3,-0.2,3,-3,6
Cc1cccc(C)c1NC(=S)NCc1ccccc1,7,0.2,6,0,94,3,-1.3,7,-1,7
CCc1ccc(NC(=O)CC2S/C(=N/N=C3CCCCCC3)NC2=O)cc1 (configuration not stated),-11,0.0,-2,.,95,9,4.0,-3,2,-2
Cc1ccc(Cn2nc(C)c(C(=O)N3CCN(S(=O)(=O)/C=C/c4ccccc4)CC3)c2C)cc1,13,1.1,-10,-6,97,4,-2.3,7,-1,2
COc1cccc(C(=O)/C=C/c2ccc(OCC#N)c(OC)c2)c1,11,-0.3,6,-6,97,-1,-3.9,3,20,-5
NC(=O)c1ccsc1NC(=O)COC(=O)Cc1cccc2ccccc12,-3,2.1,-26,-8,.,-31,-0.5,5,0,7
CC1CCc2sc3ncnc(N4CCN(CCO)CC4)c3c2C1 (configuration not stated),-1,-0.4,5,-4,102,-5,-1.4,9,-4,7
O=c1cc(N2CCc3ccccc32)[nH]c(=O)n1Cc1ccc(F)cc1,4,-0.4,3,-7,98,0,1.8,-4,4,-2
C[C@H](CO)N1C[C@H](C)[C@@H](CN(C)C(=O)C2CCCCC2)OCc2cn(nn2)CCCC1=O,-3,0.3,-5,-3,105,.,0.1,0,-1,0
NC(=O)c1nnn(Cc2cc(Cl)c(C(=O)c3ccc(Cl)cc3)c(Cl)c2)c1N,.,1.1,.,-5,85,.,.,.,.,-3
CC1CCCC(C)N1C(=O)CN1C(=O)C(C)(C)Oc2ccc(C(=O)NC3CCCCC3)cc21 (configuration not stated),0,3.6,5,-4,97,0,-1.9,1,-1,-1
COc1ccc(N(C)C(=O)c2ccc(NC(=O)CCS(=O)(=O)c3cccs3)cc2)cc1,1,-0.1,3,-3,166,9,0.3,4,-1,15*
Nc1c(C(=O)CSc2nc3ccccc3o2)c(=O)[nH]c(=O)n1C1CC1,-9,-0.3,-1,-6,101,0,-0.6,8,-6,-2
NC(=O)c1ccc(=O)n(Cc2ccc(Cl)cc2Cl)c1,-1,0.0,2,-5,97,5,-0.7,2,0,1
COc1ccc(NS(=O)(=O)c2ccc(NC(=S)NC(=O)c3ccc(F)cc3)cc2)nn1,5,-0.1,1,-6,105,-18,-1.8,9,2,1
O=C(C(=O)N1CCN(c2cccc(Cl)c2)CC1)c1cn(CC(=O)N2CCOCC2)c2ccccc12,-2,0.0,-1,-14,100,1,-3.3,-3,6,0
CN(CC(=O)O/N=C(\N)c1ccc([N+](=O)[O-])cc1)S(=O)(=O)c1ccc2ccccc2c1,-1,0.0,-9,-6,111,59*,-0.3,-2,5,6
CCN(CCO)C(=O)c1ccc2nc(Cc3cccc(Cl)c3)oc2c1,-1,0.0,-3,-20,96,9,-0.4,10,-2,0

# In a second layout: results already given.
COc1cccc(C(=O)/C=C/c2ccc(OCC#N)c(OC)c2)c1
  PDI inh: 11
  aDG glyco act: -0.3
  Cardio protect: 6
  CaV13 ICDI inh: -6
  ABCB6 inh 2: 97
  Vif inh: -1
  MC4R ag barr: -3.9
  MC4R antagonist: 3
  Glyco luc inh: 20
  HTR2A ag: -5
CN(CC(=O)O/N=C(\N)c1ccc([N+](=O)[O-])cc1)S(=O)(=O)c1ccc2ccccc2c1
  PDI inh: -1
  aDG glyco act: 0.0
  Cardio protect: -9
  CaV13 ICDI inh: -6
  ABCB6 inh 2: 111
  Vif inh: 59*
  MC4R ag barr: -0.3
  MC4R antagonist: -2
  Glyco luc inh: 5
  HTR2A ag: 6
COc1cccc(Nc2nc(C(N)Cc3ccc(C(F)(F)F)cc3)cs2)n1 (configuration not stated)
  PDI inh: 15
  aDG glyco act: 0.1
  Cardio protect: -12
  CaV13 ICDI inh: -10
  ABCB6 inh 2: 98
  Vif inh: 0
  MC4R ag barr: 12*
  MC4R antagonist: -6
  Glyco luc inh: -8
  HTR2A ag: 3
Cc1cc(C)n(CC(O)COc2cccc(OCC(O)Cn3nc(C)cc3C)c2)n1 (configuration not stated)
  PDI inh: 8
  aDG glyco act: 0.0
  Cardio protect: -5
  CaV13 ICDI inh: .
  ABCB6 inh 2: 86
  Vif inh: -3
  MC4R ag barr: -0.2
  MC4R antagonist: 3
  Glyco luc inh: -3
  HTR2A ag: 6

# Four entries already listed, sorted by length of the SMILES, high to low.
SMILES,PDI inh,aDG glyco act,Cardio protect,CaV13 ICDI inh,ABCB6 inh 2,Vif inh,MC4R ag barr,MC4R antagonist,Glyco luc inh,HTR2A ag
COc1ccccc1-c1nnc(SCC(=O)c2c(N)n(C3CC3)c(=O)[nH]c2=O)o1,-4,0.3,4,-7,90,-6,-5.1,-4,1,4
NC(=O)c1nnn(Cc2cc(Cl)c(C(=O)c3ccc(Cl)cc3)c(Cl)c2)c1N,.,1.1,.,-5,85,.,.,.,.,-3
Fc1ccc(/C=N/n2c(COc3ccccc3)n[nH]c2=S)cc1,0,-0.2,-3,-4,94,-3,-2.4,12,0,5
Cc1cccc(-n2c(C)nc3sccc3c2=O)c1,-1,-0.1,0,-3,91,9,-1.7,1,1,-2

# The results go on:
SMILES,PDI inh,aDG glyco act,Cardio protect,CaV13 ICDI inh,ABCB6 inh 2,Vif inh,MC4R ag barr,MC4R antagonist,Glyco luc inh,HTR2A ag
CCOc1ccc(C2=Nn3c(nnc3-c3ccco3)SC2)cc1,3,0.0,-1,-6,100,5,0.3,5,4,1
COC(=O)c1ccc(/C=N/NS(=O)(=O)c2cc(C)ccc2C)cc1,7,-0.1,6,-3,102,16,-2.1,-26,4,2
CC(=O)c1cccc(NC(=O)CO/N=C2/CCCc3nonc32)c1,-3,0.0,6,-6,88,11,-0.9,6,0,-4
CCOC(=O)N1CCC(N2Cc3cccc(C(=O)Nc4ccc(OC)c(OC)c4)c3C2=O)CC1,.,-0.1,50*,-4,86,-2,-0.7,1,-3,-6
CCCn1[nH]cc(SC)c(=O)c1=O,5,0.2,-3,-3,102,1,-1.8,3,0,3
CC(=O)Nc1ccc(N=Nc2ccccc2)cc1[N+](=O)[O-],0,-0.3,2,-12,92,1,-0.8,-15,1,3
C/C(=N\NC(=O)CC1N=C(Cc2ccccc2)NNC1=O)c1ccccc1 (configuration not stated),6,0.0,3,-5,90,3,-1.3,13,1,-2
N#CC1(c2ccccc2)CCCN1C(=O)c1ccc(Br)cc1 (configuration not stated),2,0.0,-4,-4,98,9,-1.7,5,0,-6
O=C1NC(=O)C(=C2CCOC2=O)N1,-7,-0.2,-1,-6,95,14,-0.7,-2,0,-2
CCOC(=O)C(C)Sc1nnc(NC(=O)c2ccc(C)c([N+](=O)[O-])c2)s1 (configuration not stated),-3,-0.2,-6,-5,121,-1,0.6,18,1,-2
Cc1ncc([N+](=O)[O-])n1CC(=O)NCc1ccccc1,-2,0.1,3,-8,104,35,2.6,1,1,-2
COc1ccccc1C(CC(=O)c1ccccc1)CC(=O)c1ccccc1,0,-0.5,-6,-7,99,-1,-1.6,15,-3,-6
COc1ccc(N2CCN(C3CCCN(Cc4ccc(F)cc4Cl)C3)CC2)cc1 (configuration not stated),-3,-0.3,-2,-21,90,-2,2.8,2,-2,-7
O=C(Nc1ccc(Cl)cc1C(=O)Nc1ccncc1)c1ccco1,1,-0.1,6,-5,101,-2,0.0,1,1,-4
CC1(c2ccc3c(c2)OCO3)NC(=O)N(CC(=O)NCCC2=CCCCC2)C1=O (configuration not stated),-6,0.0,-1,-9,101,.,-1.8,3,.,3
CCN(Cc1ccccc1)C(=O)CCS(=O)(=O)c1ccc2c(c1)CCN2C(C)=O,-6,-0.4,-3,-3,98,-5,-1.0,4,1,-1
C=CCN(CC=C)C(=O)C1CCC(C(=O)N(CC=C)CC=C)CC1 (configuration not stated),-3,0.1,2,-5,90,-9,-0.1,16,0,0
Cc1c(Cl)cccc1NC(=O)C(=O)NNS(=O)(=O)c1ccc(F)cc1,-3,-0.2,13,.,89,2,0.9,5,1,-2
CC(C)N(Cc1nccn1C)C(=O)c1ccc2oc(CCCc3ccccc3)nc2c1,-2,0.0,2,.,97,-12,-0.8,2,-4,-5
C[C@H]1CN([C@@H](C)CO)C(=O)CCCn2nncc2CO[C@H]1CN(C)S(=O)(=O)c1ccc(Oc2ccccc2)cc1,2,0.5,7,-8,100,-2,-2.0,6,-6,5
CN(CC(O)COCc1ccc2c(c1)OCO2)C1CCCCC1 (configuration not stated),9,0.1,-4,-7,92,-7,-1.5,-2,-1,-2
CC(Nc1ccc2c(c1)OCCO2)C(=O)N1c2ccccc2CC1C (configuration not stated),3,-0.1,-5,-20,92,-4,-0.7,-1,-1,2
C=CCn1c(SCC(=O)NCCO)nc2sc(C)c(C)c2c1=O,0,0.1,4,-6,102,-2,-0.2,-7,4,-1
CCCN(C(=O)c1cn(-c2ccccc2)nc1-c1ccc(OC)cc1)C1CCS(=O)(=O)C1 (configuration not stated),-3,0.0,-6,-5,107,4,1.5,0,0,5
Cc1cccc(S(=O)(=O)NC(=O)C2(C)CCN2C(=O)Cc2ccc(-c3ccccc3)cc2)c1 (configuration not stated),8,0.0,9,-17,96,4,0.1,2,2,-2
Cc1nc2ccc(C(=O)N(C)Cc3ccco3)cn2c1N(C)CC1CCCCC1,-5,0.4,-2,-7,101,4,1.6,0,-3,0
CCOC(=O)N1CCN(c2cc(N(C)CCO)c([N+](=O)[O-])c3nonc23)CC1,2,0.5,17,-3,90,-4,-2.4,4,-1,5
Cc1csc(C)[n+]1CC(=O)c1ccccc1,1,0.0,-2,-2,100,-9,-0.3,10,2,-1
O=C(Nc1cccc(-c2ccc(N3CCOCC3)nn2)c1)c1ccc([N+](=O)[O-])cc1,0,-0.2,-7,-5,102,-2,-4.5,4,-6,-1

# Screens deposited in PubChem BioAssay by several laboratories.
